mcGAS inh – cyclic GMP-AMP synthase inhibitors, mouse, primary biochemical chemiluminescence. Q8C6L5. recombinant cGAS, Kinase-Glo ATP depletion luminescence. inhibition, % at 12.5 µM. 160,000 compounds, 0.15% hits;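 also: 0% = negative control wells and 100% = reference inhibitor with no enzyme activity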
hcGAS lum – Primary biochemical luminescence assay for human cyclic GMP-AMP synthase inhibitors. 290,000 compounds, 0.081% hits. inhibition, % at 12.5 µM. recombinant h-cGAS, ATP depletion, Kinase-Glo luminescence;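 also: 0% = vehicle reaction and 100% = reaction without DNA for no activity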
Target sequence (Q8N884 whole entry, looked up): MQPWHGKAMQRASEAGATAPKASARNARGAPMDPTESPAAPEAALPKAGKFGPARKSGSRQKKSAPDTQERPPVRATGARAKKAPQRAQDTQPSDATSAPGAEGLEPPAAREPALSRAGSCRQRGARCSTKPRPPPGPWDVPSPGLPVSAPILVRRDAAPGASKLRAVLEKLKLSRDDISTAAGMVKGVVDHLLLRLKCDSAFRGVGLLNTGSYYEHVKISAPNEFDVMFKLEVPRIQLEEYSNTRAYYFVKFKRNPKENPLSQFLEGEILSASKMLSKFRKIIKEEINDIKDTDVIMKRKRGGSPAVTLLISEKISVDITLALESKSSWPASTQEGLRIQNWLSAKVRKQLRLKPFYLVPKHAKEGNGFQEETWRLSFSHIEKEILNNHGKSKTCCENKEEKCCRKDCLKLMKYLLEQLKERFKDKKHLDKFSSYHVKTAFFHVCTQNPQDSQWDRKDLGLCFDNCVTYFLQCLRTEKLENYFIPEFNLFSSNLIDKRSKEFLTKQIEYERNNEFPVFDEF
NPYLR7 agonist – agonists of mosquito NPYLR7 receptor, primary screen, cell-based, Aedes aegypti, calcium fluorescence, mosquito biting behavior; Aedes aegypti neuropeptide Y-like receptor 7 (NPYLR7); HEK293T NPYLR7/Galpha15, GCaMP6s calcium fluorescence; activation, % at 10 µM; 270,000 compounds, 0.15% hits; in the data active = activation above about 40%;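 also: 0% = vehicle and 100% = reference agonist at the receptor; some compounds past the cut are filed as inactive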
* marks the source's active call; other numbers are inactive results; . = not tested or not shown; & = joins results of further samples. Rule as the data show it, unless noted: active = inhibition above about 40%; inactive = the rest.

Results follow in this order: mcGAS inh	hcGAS lum	NPYLR7 agonist
1: CCN1CCN(c2cc3c(cc2F)c(=O)c(C(=O)O)cn3C2CC2)CC1
  -4.0	-0.4&-0.2	-1.0&-7.8
2: O=C(c1coc(CN(Cc2cccc(F)c2)Cc2cccc(C(F)(F)F)c2)n1)N1CCOCC1
  -4.6	0.6	14.0
3: Cc1cccc(Cn2cccc2CN(Cc2ccc(F)cc2)C(C)C(C)C)c1 (stereo not drawn)
  -3.2	-0.8	0.2
4: Nc1nnc(-c2ccc(O)cc2)s1
  .	-5.7	-1.3
5: COc1ccc(OC)c(S(=O)(=O)n2c([N+](=O)[O-])cnc2C)c1
  -4.9	-4.8	6.4
6: CC(C)(C)NCc1cc(Br)ccc1OCc1cccs1
  .	-6.9	2.7
7: COc1ccc(CC(=O)N2CCOC(c3ccccc3)C2)c(OC)c1OC (stereo not drawn)
  .	-7.7	10.2
8: Cc1ccsc1CN1CCOc2ccc(C(O)Cc3ccccc3)cc2C1 (stereo not drawn)
  .	-8.2	4.9
9: COc1ccc(Cn2[nH]nnc2=S)cc1
  -4.3	-3.0	0.7
10: COc1ccc(Cl)cc1C(=O)Nn1cnc2c(cnn2-c2ccc(F)cc2)c1=O
  .	-11.6	4.1
11: c1cncc(COC2CCCN(Cc3ccc4nsnc4c3)C2)c1 (stereo not drawn)
  .	-3.7	4.1
12: O=C(c1ccc(Cl)cc1)N(Cc1nccn1Cc1ccccc1Cl)CC1CCCO1 (stereo not drawn)
  -7.2	-9.8	5.0
13: O=C(c1ccc(-c2cc(-c3cccc(C(F)(F)F)c3)n[nH]2)cc1)N1CC=C(c2ccccc2)CC1
  -5.0	-1.3	25.3
14: COC(=O)Cn1ncc(N2CC3(C)CC2CC(C)(C)C3)c(Cl)c1=O (stereo not drawn)
  .	-4.1	-15.7
15: O=C1CCCC2=Nc3ccccc3SC12 (stereo not drawn)
  .	1.7	-1.9

Results follow in this order: mcGAS inh	hcGAS lum	NPYLR7 agonist
16: CCc1nc(C)sc1CNC(=O)Cc1c[nH]c(=O)n(C)c1=O
  .	-11.3	19.6
17: COc1ccc(CC(=O)Nc2cccc(-c3ccc(=O)n(C)n3)c2)cc1
  -8.2	-6.4	1.6
18: O=C(NCCCc1ccccc1)C(=O)NCCC1CCCCN1S(=O)(=O)c1ccc(Cl)cc1 (stereo not drawn)
  .	2.0	-6.4
19: OCCn1ncc2c1CN(c1nc3ccccc3s1)C2
  -11.4	-9.0	.
20: COc1ccccc1-c1cc(C(=O)NCCN2CCOCC2)nc2cc(C(C)(C)C)nn12
  -0.6	3.9	-10.4
21: CCCCCCc1ccc(C(=O)N(CC(=O)N2c3ccccc3-n3cccc3C2c2ccc(OC)cc2)C2CC2)cc1 (stereo not drawn)
  -3.0	-4.8	-3.3
22: O=C(c1ccccc1)N1CCC(NCCN2CCc3ccccc32)CC1
  .	-4.7	20.0
23: CC1(C)ON=C(c2ccc3c(c2)OCO3)NC1=O
  .	-2.8	6.1
24: C=CCn1c(SCC(=O)NCCc2ccc(OC)c(OC)c2)nc2sc(C)c(C)c2c1=O
  -5.6	-8.0	-9.9
25: CCN1CC(C)(C)CN(C(=O)COc2ccccc2)CC1=O
  -6.6	1.2	31.5
26: Cc1ccsc1CN(C)C(=O)c1cc(CC(C)C)nc(N)n1
  .	-3.9	-0.7
27: CCN(CC)c1cc(C)nn2cnnc12
  -5.8	-4.1	0.0
28: CCN(CC)c1ccc(/C=C2/NC(=S)NC2=O)cc1
  -2.9	-4.9	2.7
29: Cc1cnn(Cc2ccc(NC(=O)NCC3CCCC3O)cc2)c1 (stereo not drawn)
  .	-2.5	0.3
30: CN(C)C=Nc1sc2c(c1-c1nc3ccccc3s1)CCCC2
  .	-5.9	6.6

Results follow in this order: mcGAS inh	hcGAS lum	NPYLR7 agonist
31: CC(=O)N(CCN1CCOCC1)CC(=O)N(Cc1ccc2c(c1)OCO2)Cc1sccc1C
  -5.0	-4.5	-3.9
32: NC(=O)c1c(NC(=O)CSc2ncnc3sc4c(c23)CCC4)sc2c1CCCC2
  .	-5.1	-0.1
33: Nc1cc(-c2ccc(Cl)c(Cl)c2)nn1-c1ccc(C(=O)NCCNc2cccc3ccccc23)cc1
  -2.8	-6.0	0.3
34: C#CCNC(=O)C[C@@H]1C[C@@H](C(C)C)[C@H](CNC(=O)COC)C=C1C
  -3.1	-1.3	-10.3
35: Cc1nc(CCC(=O)N2CCc3c(nc(N(C)C)nc3N(C)C)C2)n[nH]1
  .	-0.8	-0.6
36: COc1ccnc(CN2CCOC(c3ccc(Cl)cc3)C2)c1OC (stereo not drawn)
  .	-8.8	0.1
37: CCc1nc2ccc(C(=O)NCCCN(C)C)cn2c1N(CC)Cc1ccc(OC)c(OC)c1
  -2.5	-2.7	6.8
38: CC(=O)N1CCc2c(nc(N(C)C)nc2N2CCCN3CCC[C@H]3C2)C1
  -12.6	-9.4	7.1
39: CCC(Sc1ncc(S(=O)(=O)c2ccccc2)c(N)n1)C(=O)Nc1cc(C)ccc1C (stereo not drawn)
  -9.1	-12.4	26.3
40: Cc1cnc(C(=O)NCCN2C(=O)SC(=Cc3cccs3)C2=O)cn1
  .	-11.2	1.3
41: Cc1nnsc1CN(C)Cc1ccc(C(=O)Nc2nc(C)n(C)n2)cc1
  .	-6.6	11.4
42: Cc1cccc(S(=O)(=O)N2CCc3nc(N4CCN(C)CC4)nc(N(C)C)c3C2)c1
  -2.1	0.5	.
43: O=C(c1ccc(C(F)(F)F)cc1)N1CCCC(OCc2ccc(F)cc2F)C1 (stereo not drawn)
  -3.0	-3.7	-3.1
44: COc1ccc(NS(=O)(=O)c2ccc(Br)cc2F)cn1
  .	2.8	-1.1
45: Cc1cc(C(=O)NCC2CCN(C(=O)C(F)(F)F)CC2)sc1C
  .	-13.3	2.0

Results follow in this order: mcGAS inh	hcGAS lum	NPYLR7 agonist
46: Cc1cnc(C)c(N2CCC(CCC(=O)NC3CCN(Cc4ccccc4)C3)CC2)n1 (stereo not drawn)
  -8.8	-9.4	3.2
47: CCCC12CN3CC(C)(CN(C1)C31C(=O)Nc3ccc(Br)cc31)C2=O (stereo not drawn)
  .	5.2	3.2
48: Cc1ccn2c(NC(=O)CC(C)(C)C)c(-c3ccccc3C)nc2c1
  -1.6	-2.9	-3.5
49: O=C(c1ccc(=O)[nH]n1)N1CCCC2(CCNCC2)CC1
  .	-5.7	6.0
50: CCC(C(=O)NC(C(=O)Nc1nnc(-c2ccc(Br)cc2)s1)C(C)CC)c1ccccc1 (stereo not drawn)
  -6.9	-9.4	23.8
51: COc1cc(-c2cc(C)c3cccc(OC)c3n2)cc2c1OCCN(CC(N)=O)C2
  -1.7	-2.8	8.4
52: CC1=NN(C(N)=O)C2(O)CC3C(C12)C3(C)C (stereo not drawn)
  .	-7.4	1.0
53: O=c1[nH]c(CN2CCN(S(=O)(=O)c3ccccc3F)CC2)nc2ccccc12
  .	-7.1	3.2
54: O=C(CSc1nnc(C2CC2)n1C1CC1)c1cc(F)ccc1F
  .	-10.1	-0.5
55: Cc1ccccc1CSc1nc(=O)n(Cc2ccccn2)c2c1CCC2
  -10.7	-6.4	-1.8
56: O=[N+]([O-])c1cc(S(=O)(=O)NN=Cc2cc(Cl)cc(Cl)c2O)ccc1Cl
  9.0	3.6	4.7
57: CC(=O)N1CCC2(CC1)OC(=O)C(C)=C2C(=O)N1CCN(C(=O)c2ccco2)CC1
  .	-1.8	4.8
58: Cc1ccc(Nc2nc(-c3ccccc3)c3cc(Br)ccc3n2)c(C(=O)c2ccccc2)c1
  1.4	3.7	-17.0
59: CC1CCN(C(=O)CCNC(=O)OC(C)(C)C)C(C)C1 (stereo not drawn)
  .	-7.6	4.5
60: CN(Cc1noc2c1CCCC2)c1ncnc2c1CCN(C(=O)C1CC1)C2
  -16.9	-14.1	4.4

Results follow in this order: mcGAS inh	hcGAS lum	NPYLR7 agonist
61: Cc1ccc(CN(Cc2ccc(F)cc2)C(=O)CN(C(=O)c2ccco2)C2CC2)s1
  -2.1	2.5	-2.5
62: CCc1cc(CN2C[C@@H](C(=O)O)C[C@@H](C(=O)Nc3ccc(F)cc3)C2)[nH]n1
  .	-3.6	4.2
63: O=C(COc1ccc(F)cc1F)N1CCN(c2ccc3nnc(-c4ccco4)n3n2)CC1
  -7.7	-2.8	2.4
64: CC(c1cccc(-c2cncc(C(=O)N3CCOCC3)n2)c1)N1CCCC1 (stereo not drawn)
  .	-4.8	14.5
65: COc1cccc(C=C2N=C(c3cccc(F)c3)OC2=O)c1
  -4.7	-5.2	1.8
66: O=C(O)C1(c2nc3ccccc3[nH]2)CC1c1ccccc1 (stereo not drawn)
  -2.0	2.0	-2.9
67: CNC(=O)NC(=O)C(C)Sc1nncc2ccccc12 (stereo not drawn)
  -16.6	-9.9	13.5
68: COc1cccc(C2CC(=O)Nc3c2c(C)nn3-c2ccc3nnc(C)n3n2)c1 (stereo not drawn)
  .	-7.6	-2.1
69: Cc1cc2cc(CNC(=O)c3ccccc3)ccc2[nH]1
  -7.3	-2.6	3.9
70: COc1ccc(-c2ccc(=O)n(CCNS(=O)(=O)CCc3ccccc3)n2)cc1
  -9.5	-3.8	6.7
71: COc1ccc(C2SCC(=O)N2CC(=O)N2CCCC2)cc1OC (stereo not drawn)
  -5.1	-2.6	3.4
72: O=C(Nc1ccc(Br)cc1)N1CCSC1c1ccc(C(F)(F)F)cc1 (stereo not drawn)
  -3.8	-4.1	-1.0
73: O=C(c1cccs1)N1CCc2ccccc2C1c1ccccc1Cl (stereo not drawn)
  0.9	-4.3	-3.5
74: O=C(CCC1CCCN(C(=O)c2cc(C3CC3)[nH]n2)C1)N1CCN(Cc2ccccc2)CC1 (stereo not drawn)
  .	-8.3	2.6
75: CCOc1ccc(C2C(C(=O)c3cccs3)=C(O)C(=O)N2CCCn2ccnc2)cc1 (stereo not drawn)
  -4.4	0.2	-0.9

Taken from the results shown, 16 compounds:
Results follow in this order: mcGAS inh	hcGAS lum	NPYLR7 agonist
60: CN(Cc1noc2c1CCCC2)c1ncnc2c1CCN(C(=O)C1CC1)C2
  -16.9	-14.1	4.4
61: Cc1ccc(CN(Cc2ccc(F)cc2)C(=O)CN(C(=O)c2ccco2)C2CC2)s1
  -2.1	2.5	-2.5
62: CCc1cc(CN2C[C@@H](C(=O)O)C[C@@H](C(=O)Nc3ccc(F)cc3)C2)[nH]n1
  .	-3.6	4.2
63: O=C(COc1ccc(F)cc1F)N1CCN(c2ccc3nnc(-c4ccco4)n3n2)CC1
  -7.7	-2.8	2.4
64: CC(c1cccc(-c2cncc(C(=O)N3CCOCC3)n2)c1)N1CCCC1 (stereo not drawn)
  .	-4.8	14.5
65: COc1cccc(C=C2N=C(c3cccc(F)c3)OC2=O)c1
  -4.7	-5.2	1.8
66: O=C(O)C1(c2nc3ccccc3[nH]2)CC1c1ccccc1 (stereo not drawn)
  -2.0	2.0	-2.9
67: CNC(=O)NC(=O)C(C)Sc1nncc2ccccc12 (stereo not drawn)
  -16.6	-9.9	13.5
68: COc1cccc(C2CC(=O)Nc3c2c(C)nn3-c2ccc3nnc(C)n3n2)c1 (stereo not drawn)
  .	-7.6	-2.1
69: Cc1cc2cc(CNC(=O)c3ccccc3)ccc2[nH]1
  -7.3	-2.6	3.9
70: COc1ccc(-c2ccc(=O)n(CCNS(=O)(=O)CCc3ccccc3)n2)cc1
  -9.5	-3.8	6.7
71: COc1ccc(C2SCC(=O)N2CC(=O)N2CCCC2)cc1OC (stereo not drawn)
  -5.1	-2.6	3.4
72: O=C(Nc1ccc(Br)cc1)N1CCSC1c1ccc(C(F)(F)F)cc1 (stereo not drawn)
  -3.8	-4.1	-1.0
73: O=C(c1cccs1)N1CCc2ccccc2C1c1ccccc1Cl (stereo not drawn)
  0.9	-4.3	-3.5
74: O=C(CCC1CCCN(C(=O)c2cc(C3CC3)[nH]n2)C1)N1CCN(Cc2ccccc2)CC1 (stereo not drawn)
  .	-8.3	2.6
75: CCOc1ccc(C2C(C(=O)c3cccs3)=C(O)C(=O)N2CCCn2ccnc2)cc1 (stereo not drawn)
  -4.4	0.2	-0.9

Next results follow.
Results follow in this order: mcGAS inh	hcGAS lum	NPYLR7 agonist
76: O=C(Nc1ccc(F)cc1)Nc1ccc(OC(F)F)cc1
  .	-9.8	0.8
77: Cn1c(=O)c2c(SCC(=O)O)nc(-c3ccccc3Cl)nc2n(C)c1=O
  -4.9	1.1	-5.6
78: Cc1ccc(C2(O)CCN(C(=O)c3n[nH]c4c3CN(C)CC4)CC2)nc1
  -0.3	-2.2	0.6
79: C=CCn1c(=O)c(C(=O)NCc2ccccn2)c(O)c2ccccc21
  -4.5	-2.2	5.9
80: Cc1cc(C)n(CCN(C(=O)C2=COCCO2)c2nc3ccccc3s2)n1
  -9.3	-1.8	-16.5
81: COc1ccc(-n2ncc(Oc3cccc(C)c3C)c(Nc3ccc(C(=O)N4CCN(C)CC4)cc3)c2=O)cc1
  -4.3	-4.6	4.3
82: COC(=O)c1ccc2oc(=O)n(C3CCN(C(=O)c4ccnc(Cl)c4)CC3)c2c1
  -5.9	-7.3	0.4
83: CCc1nc2c(OCc3ccc(Cl)cc3)cccn2c1N(C)C(=O)C1CC1
  -3.2	0.4	-7.6
84: COC(=O)c1c(C)[nH]c(C(=O)NCCc2ccco2)c1C
  .	-3.8	-10.7
85: Cc1csc(-c2cccc(NC(=O)C3CC(=O)N(C)C3)c2)n1 (stereo not drawn)
  -0.3	-1.2	-3.7
86: O=C1Nc2c(Cl)cc(Cl)cc2C1=NN=Cc1ccc2c(c1)OCO2
  4.3	5.2	-3.0
87: O=C(NCC12CC3CC(CC(C3)C1)C2)c1ccc2c(c1)OCCO2
  .	-9.1	7.4
88: Cc1cc(N2CCN(C(=O)c3ccco3)CC2)n2c(nc3ccccc32)c1C#N
  -2.1	-10.0	-3.9

High-throughput results: PubChem BioAssay, Fisher Drug Discovery Resource Center
